Screening data as filed in PubChem.
RPL19A TOR yeast = yeast TOR pathway RPL19A-GFP modulation. AID 2025. S. cerevisiae RPL19A-GFP strain, flow cytometry, 3 h; stronger effect = lower value. 0.3% of 330,000 active. percent response vs DMSO, % at 10 µM;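 active = percent response vs DMSO below 50%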;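 also: median channel GFP fluorescence of the barcoded RPL19A-GFP strain; ratio of sample median GFP to plate DMSO average so 100% = DMSO; lower means less RPL19A-GFP as with rapamycin TOR inhibition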
procasp3 activ = activators of human procaspase-3 | 0.11% of 330,000 active | activation, % at 8.5 µM | recombinant procaspase-3 D3A, Ac-DEVD-pNA absorbance 405 nm | P42574 | AID 463141;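 active = activation above the mean of all tested compounds plus 3 SD, cut at about 21% in these data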;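 also: 0% = DMSO alone and 100% = DMSO wells spiked with extra 5 µM PC-3 D3A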
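Evaluation: percent activation relative to control range; Material: Procaspase-3 D3A mutant, all three cleavage aspartates alanine; Compound: single dose, 8.5 µM nominal compound, 0.8% DMSO; Replication: one well per compound; Signal: absorbance at 405 nm, 0 and 120 min; Schedule: 1 h preincubation plus 2 h reaction at 25 °C.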
AHR act = activates the human aryl hydrocarbon receptor; P35869; AID 2796; activation, % at 5 µM; AHR-responsive luciferase reporter cells, luminescence; 2.5% of 320,000 active; in the data active = activation above about 47%;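 also: 0% = vehicle wells and 100% = reference agonist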
MEP2 TOR yeast = alters MEP2-GFP fluorescence in TOR pathway yeast screen; S. cerevisiae MEP2-GFP strain, flow cytometry GFP, 3 h; 100% = DMSO control level; GFP response vs DMSO, % at 10 µM; 0.51% of 330,000 active;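 active = GFP response versus DMSO above a set limit, roughly screen mean plus 3 SD, cut at about 180% in these data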;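 also: median GFP fluorescence of the barcode-gated MEP2-GFP cells per well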
EBNA-1 inhibitor = blocks EBNA-1 binding to DNA. inhibition, % at 14.8 µM. EBNA-1 DNA binding, fluorescence polarization. 0.34% of 300,000 active; in the data active = inhibition above about 28%
proCasp7 act = counter-screen for procaspase-3 activators: activators of human procaspase-7. activation, % at 8.5 µM. recombinant procaspase-7, Ac-DEVD-pNA absorbance 405 nm; D23A/D198A/D206A triple mutant, cannot self-cleave; scale: DMSO 0, 5 µM enzyme 100. P55210. AID 463210. 0.093% of 330,000 active;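 active = percent activation above the screen-wide mean plus 3 SD, cut at about 25% in these data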
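System: Procaspase-7 triple mutant (PC-7 D3A); measure: % activation from two-timepoint absorbance difference, scaled to controls; times: 1 h compound preincubation, 2 h substrate cleavage, 25 °C; also added: Ac-DEVD-pNA substrate, 400 µM as added; measured by: Epi-absorbance of released pNA at 405 nm, two timepoints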
ZTA DNA inh = counter-screen for EBNA-1 inhibitors: inhibitors of Epstein-Barr virus ZTA; P03206; ZTA-DNA binding, fluorescence polarization; inhibition, % at 11 µM; 0.15% of 320,000 active; in the data active = inhibition above about 33%
LAP4 TOR yeast = yeast TOR pathway LAP4-GFP modulation; S. cerevisiae LAP4-GFP multiplex, flow cytometry GFP, 3 h; median GFP as percent of DMSO wells; GFP response vs DMSO, % at 10 µM; 0.34% of 320,000 active;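 active = GFP response vs DMSO above a set limit, about the screen mean plus 3 SD, cut at about 150% in these data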
* hit, by the source's call; . = no result given; [ ] = remark or other dose.

SMILES	RPL19A TOR yeast	procasp3 activ	AHR act	MEP2 TOR yeast	EBNA-1 inhibitor	proCasp7 act	ZTA DNA inh	LAP4 TOR yeast
Cc1ccc(Cc2nnc(SCC(=O)Nc3ccccc3Cl)[nH]c2=O)cc1	90	-3	0	96	2	2	14	103
Cc1cccc(NC(=S)NCc2ccccc2)c1C	94	-6	-2	89	-8	3	21	91
COc1ccc(S(=O)(=O)N2CCC(N3CCN(Cc4ccccc4)CC3)CC2)cc1	100	2	0	99	-5	8	6	96
COc1ccc([C@@H]2[C@@H]3C(=O)N(C(C)(C)C)C(=O)[C@@H]3[C@]3(C)C(=O)N(c4cccc(Cl)c4)C(=O)N23)cc1	99	-1	2	92	-2	-10	2	111
COc1ccccc1C(=O)Nc1ccc2c(c1)nc(CN1CCN(C(C)=O)CC1)n2C	97	2	1	86	0	14	9	89
COc1cc(OC)c(C(=O)OCC(=O)N2CC(=O)Nc3ccccc32)cc1OC	93	3	0	97	-6	2	15	105
O=C(COC(=O)c1ccccc1Nc1ccccc1)c1ccccc1	101	5	5	107	-15	10	8	108
Cc1c(Cc2ccccc2)c(=O)n2c([nH]c3ccccc32)c1C#N	102	20	5	112	-16	4	-11	102
Cc1cccn2c(=O)c(C=O)c(Cl)nc12	103	2	13	113	-1	4	-8	106
CCCCCCCCCCCCC/C=C/[C@@H](O)[C@@H](N)CO	96	-3	1	96	3	12	15	114
CCOc1ccc(/C=N/N(C)c2ccccc2)cc1OC	99	2	10	102	0	5	16	96
CCC1Oc2ccc(C)cc2N(CC(=O)NCC2CCCO2)C1=O (stereo unspecified)	100	8	0	102	-8	4	-9	99
Cc1nc(SCCc2nc3ccccc3[nH]2)c2oc3ccccc3c2n1	100	-6	10	104	.	-11	.	110
Cc1ccc(C(C)(C)C)c(SCC(=O)Nc2nnc(C)s2)c1	98	2	9	102	-1	2	-2	100
Cc1ccc2[nH]nc(C(=O)N3CCCC(C(=O)c4ccc(Cl)cc4)C3)c2c1 (stereo unspecified)	92	-4	42	94	-22	3	24	107

Profiles as entered above.
Cc1ccc(C(C)(C)C)c(SCC(=O)Nc2nnc(C)s2)c1 across the screens: RPL19A TOR yeast: 98; procasp3 activ: 2; AHR act: 9; MEP2 TOR yeast: 102; EBNA-1 inhibitor: -1; proCasp7 act: 2; ZTA DNA inh: -2; LAP4 TOR yeast: 100
COc1ccc([C@@H]2[C@@H]3C(=O)N(C(C)(C)C)C(=O)[C@@H]3[C@]3(C)C(=O)N(c4cccc(Cl)c4)C(=O)N23)cc1 across the screens: RPL19A TOR yeast: 99; procasp3 activ: -1; AHR act: 2; MEP2 TOR yeast: 92; EBNA-1 inhibitor: -2; proCasp7 act: -10; ZTA DNA inh: 2; LAP4 TOR yeast: 111

Next part:
SMILES	RPL19A TOR yeast	procasp3 activ	AHR act	MEP2 TOR yeast	EBNA-1 inhibitor	proCasp7 act	ZTA DNA inh	LAP4 TOR yeast
CC(=O)Nc1ccc(S(=O)(=O)N[C@@H](C)C(=O)N2CCN(C/C=C/c3ccccc3)CC2)cc1	103	3	3	113	.	6	0	109
CCOC(CNC(=O)CCc1c(C)nc2ncnn2c1C)OCC	94	-1	3	99	-4	4	-12	94
COc1ccc(NC(=O)COc2nc(N(C)C)nc(N(C)C)n2)cc1	100	1	-9	103	1	9	-23	99
CN(Cc1ccccc1)C(=O)C1CCCN(Cc2ccc(Cl)cc2)C1 (stereo unspecified)	99	1	3	89	5	13	-5	92
C=CCC1(N(C(C)=O)c2ccccc2)CCCCC1	104	7	-3	102	-11	-6	-13	99
CC(C)n1nccc1N(Cc1ccc(C#N)cc1)S(=O)(=O)c1ccccc1	100	6	0	101	-9	11	5	93
O=C(NCCc1ccccc1Cl)C1CCC(=O)N(C2CCCCCC2)C1 (stereo unspecified)	96	10	0	88	-12	-2	9	92
CCOC(=O)c1ccc(NC(=O)CSc2ccc(-c3cccnc3)nn2)cc1	97	1	3	100	11	11	7	96
CC(C)/C=C/C(=O)N1CCC(N2CCC(C(=O)N3CCOCC3)CC2)CC1	97	7	3	122	0	4	3	115
COc1ccccc1/C=C/C1=NC(=C\N(C)C)/C(=O)O1	95	-6	57*	102	2	4	0	103
CN(C)c1ccc(/C=C/C(=O)c2ccccc2)cc1[N+](=O)[O-]	99	-10	7	94	11	4	-6	121
O=C(CCC1CCCCC1)Nc1ccccc1-c1ccccc1	98	-6	-1	101	1	15	2	108
COc1cccc(C(=O)Nc2nnc(S(=O)(=O)N3CCCCC3)s2)c1	91	0	10	95	2	3	-10	100
Cc1cccc(C(=O)NC(C(=O)Nc2ccccc2N2CCOCC2)C(C)C)c1 (stereo unspecified)	105	8	1	102	3	-5	-5	104
CCC(C)(C)C(=O)Nc1cccc(Cl)c1C	106	4	-3	113	-3	3	-13	112
CCOC(=O)c1ccc(NC(=O)C2CC(=O)N(c3ccc4c(c3)OCCO4)C2)cc1 (stereo unspecified)	99	0	-1	88	.	6	-6	93
O=C(/C=C/c1ccccc1)N/C(=C\c1ccco1)C(=O)O	102	4	0	99	-8	1	2	104
O=C(c1cccc(Cl)c1)N1CCN(c2ccccn2)CC1	107	-8	-7	103	6	1	20	100
O=C(COc1ccccc1)Nc1ccc(S(=O)(=O)N2CCCCCC2)cc1	61[may fluoresce violet]	0	-2	226*[may fluoresce violet]	-2	1	7	101[may fluoresce violet]
COc1ccc([C@@H]2CC=C(C(=O)O)[C@H](c3ccc(Br)cc3)N2S(=O)(=O)c2ccc(C)cc2)cc1OC	87	3	2	88	.	-9	.	85
Cc1ccc(CNS(=O)(=O)c2c(C)[nH]c(C)c2C(=O)N2CCCCC2)cc1	96	1	3	115	11	8	9	105
Cc1nc2cc(NC(=O)NCc3ccco3)ccc2o1	94	0	-2	95	2	-16	5	97
CC(C)c1nnc(NC(=O)CCC(=O)NCC2CCCO2)s1 (stereo unspecified)	95	-7	32	100	4	9	-15	89
COc1ccc(Cl)cc1NC(=O)CSc1nnc(CNC(=O)c2ccco2)o1	111	4	4	108	4	6	-19	100
COc1ccc(/C=N/NC(=O)c2ccncc2)cc1Cn1nc([N+](=O)[O-])c(Br)c1C	110	3	5	102	-2	-5	6	116
CC(C)(C)C(=O)c1cn(CC(=O)NCc2ccc3c(c2)OCO3)c2ccccc12	98	-3	17	103	-11	-11	9	98
O=C(O)c1ccc(S(=O)(=O)Cc2ccccc2)cc1	98	-3	2	90	-5	-6	-19	96
COc1cccc(NC(=O)CN(C)C(=O)c2ccc(-c3ccc(Cl)cc3)o2)c1	97	9	6	100	-1	8	5	116
COCC(C)n1c(C)cc(C(=O)COC(=O)c2oc3ccccc3c2C)c1C (stereo unspecified)	99	2	1	105	4	13	-3	110
Cc1nnc(C)c2c(C)n(C(c3ccccc3)c3ccccc3)c(C)c12	94	-7	0	100	-2	6	11	92

Entries from the list above with sulfur:
SMILES	RPL19A TOR yeast	procasp3 activ	AHR act	MEP2 TOR yeast	EBNA-1 inhibitor	proCasp7 act	ZTA DNA inh	LAP4 TOR yeast
Cc1ccc(Cc2nnc(SCC(=O)Nc3ccccc3Cl)[nH]c2=O)cc1	90	-3	0	96	2	2	14	103
Cc1cccc(NC(=S)NCc2ccccc2)c1C	94	-6	-2	89	-8	3	21	91
COc1ccc(S(=O)(=O)N2CCC(N3CCN(Cc4ccccc4)CC3)CC2)cc1	100	2	0	99	-5	8	6	96
Cc1nc(SCCc2nc3ccccc3[nH]2)c2oc3ccccc3c2n1	100	-6	10	104	.	-11	.	110
Cc1ccc(C(C)(C)C)c(SCC(=O)Nc2nnc(C)s2)c1	98	2	9	102	-1	2	-2	100
CC(=O)Nc1ccc(S(=O)(=O)N[C@@H](C)C(=O)N2CCN(C/C=C/c3ccccc3)CC2)cc1	103	3	3	113	.	6	0	109
CC(C)n1nccc1N(Cc1ccc(C#N)cc1)S(=O)(=O)c1ccccc1	100	6	0	101	-9	11	5	93
CCOC(=O)c1ccc(NC(=O)CSc2ccc(-c3cccnc3)nn2)cc1	97	1	3	100	11	11	7	96
COc1cccc(C(=O)Nc2nnc(S(=O)(=O)N3CCCCC3)s2)c1	91	0	10	95	2	3	-10	100
O=C(COc1ccccc1)Nc1ccc(S(=O)(=O)N2CCCCCC2)cc1	61[may fluoresce violet]	0	-2	226*[may fluoresce violet]	-2	1	7	101[may fluoresce violet]
COc1ccc([C@@H]2CC=C(C(=O)O)[C@H](c3ccc(Br)cc3)N2S(=O)(=O)c2ccc(C)cc2)cc1OC	87	3	2	88	.	-9	.	85
Cc1ccc(CNS(=O)(=O)c2c(C)[nH]c(C)c2C(=O)N2CCCCC2)cc1	96	1	3	115	11	8	9	105
CC(C)c1nnc(NC(=O)CCC(=O)NCC2CCCO2)s1 (stereo unspecified)	95	-7	32	100	4	9	-15	89
COc1ccc(Cl)cc1NC(=O)CSc1nnc(CNC(=O)c2ccco2)o1	111	4	4	108	4	6	-19	100
O=C(O)c1ccc(S(=O)(=O)Cc2ccccc2)cc1	98	-3	2	90	-5	-6	-19	96

Random draw from the library (roughly 3.8% active in at least one column).
